RXFP1 antag: qHTS Assay for Antagonists of the Relaxin Receptor RXFP1 | Relaxin receptor 1 (Homo sapiens), Q9HBX9 | HEK293-RXFP1, relaxin-stimulated cAMP HTRF, 30 min; active compounds read low | activity change, negative = inhibition, % at 57.5 µM | 0.59% of 350,000 active | AID 1259400, 2018;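 active = activity change of -60% or lower, but not beyond a set lower limit; inconclusive = change between -60% and -40%, or beyond the set limit; inactive = change above -40%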; note: % is set by controls: 0 for no effect and ±100 for the full control effect
TRHR ag: qHTS for Small Molecule Agonists and Allosteric Enhancers of Human TRH Receptor: Primary Screen for Agonists; Thyrotropin-releasing hormone receptor (Homo sapiens), P34981; TRHR cells, calcium flux fluo-8, FDSS agonist mode; activation, % at 2 µM; 0.18% of 360,000 active; in the data active = activation above about 30%; note: 0% is about no effect
Target sequence (P34981 whole entry, looked up): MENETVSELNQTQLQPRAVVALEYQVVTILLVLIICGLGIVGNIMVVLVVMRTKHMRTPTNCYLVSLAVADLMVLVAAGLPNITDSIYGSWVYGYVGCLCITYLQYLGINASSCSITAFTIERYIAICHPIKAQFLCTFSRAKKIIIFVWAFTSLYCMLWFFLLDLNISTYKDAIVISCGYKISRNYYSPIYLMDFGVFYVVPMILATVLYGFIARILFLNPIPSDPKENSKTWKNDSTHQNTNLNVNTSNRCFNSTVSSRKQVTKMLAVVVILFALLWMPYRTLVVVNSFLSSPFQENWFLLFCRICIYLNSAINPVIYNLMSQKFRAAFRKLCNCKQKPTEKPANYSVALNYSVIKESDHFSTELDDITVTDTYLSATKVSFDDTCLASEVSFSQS
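Fluo-8-loaded TRHR cells; 10 s baseline, compound added, kinetic Ca2+ fluorescence read 1/s, agonist mode.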
Anesthetic bind: qHTS Assay for Identification of Novel General Anesthetics. Potency, µM (doses to about 77.5 µM), without a hit: at the highest dose activity change, negative = displacement, actives largely listed as inhibitors. Ferritin light chain (Equus caballus), P02791. apoferritin/1-aminoanthracene competitive binding, fluorescence. 0.074% of 350,000 active; note: potency is the fitted concentration of half-maximal effect; % is set by controls: 0 for no effect and ±100 for the full control effect; nearly all actives have a fitted effect of over 20% in size
Target sequence (P02791 2-175 limits assumed): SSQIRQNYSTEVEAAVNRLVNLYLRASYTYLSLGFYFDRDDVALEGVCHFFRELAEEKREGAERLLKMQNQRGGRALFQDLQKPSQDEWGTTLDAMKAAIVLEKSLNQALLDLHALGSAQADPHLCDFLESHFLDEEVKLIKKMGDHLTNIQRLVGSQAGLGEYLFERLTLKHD
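Probe: 1-aminoanthracene (50% saturated, PBS). Protein: horse-spleen apoferritin, 10 uM. Incubation: 10 min, room temperature. Detection: 380 nm excitation, 535 nm emission. Analysis: normalized response, four-parameter Hill.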
D1 agonist: Allosteric Agonists of the Human D1 Dopamine Receptor: qHTS; activation, % at 2 µM; 1% of 360,000 active; HEK293 T-REx D1 cells, calcium flux, agonist mode; D(1A) dopamine receptor (Homo sapiens), P21728; AID 504660, 2011; in the data active = activation above about 30%; note: 0% is about no effect
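Agonism was scored from calcium flux recorded over 180 s (1 read/s) after pintool compound addition, following a 10-cycle baseline. Cells were inducible force-coupled HEK293 TREx D1, plated overnight at 30 C and loaded with no-wash calcium dye.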
RXFP1 ag: qHTS Assay for Agonists of the Relaxin Receptor RXFP1; Relaxin receptor 1 (Homo sapiens), Q9HBX9; HEK293T-RXFP1 cAMP TR-FRET, 30 min; response scale: percent of porcine relaxin response, buffer zero; AID 2676, 2010; Potency, µM (doses to about 57.5 µM), for the others: top-dose activation, actives largely listed as activators; 0.3% of 370,000 active; note: potency is the fitted concentration of half-maximal effect; % is set by controls: 0 for no effect and ±100 for the full control effect; nearly all actives have a fitted effect of over 60% in size; many of its hits are not listed in these tables
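Agonist response is measured as cAMP accumulation in an RXFP1-transfected HEK293T line under PDE4 inhibition. Values are scaled between buffer-only and 29 nM porcine relaxin, and EC50s come from standard Hill equation fits.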
TRHR enhancer: qHTS for Small Molecule Agonists and Allosteric Enhancers of Human TRH Receptor: Primary Screen for Enhancers | Thyrotropin-releasing hormone receptor (Homo sapiens), P34981 | TRHR cells, fluo-8 calcium fluorescence, EC20 TRH enhancement | enhancement, % at 2 µM | 0.66% of 360,000 active | AID 493056, 2011; in the data active = enhancement above about 30%; note: 0% is about no effect
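Enhancer read-out: after compound pinning and an initial kinetic agonist-mode read, an EC20 of TRH (10 nM final) was injected and fluo-8 calcium signal (Ex 480/Em 530) followed at 1 s/cycle for 100 cycles in TRHR-expressing cells.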
D1 potentiator: Potentiators of Human D1 Dopamine Receptor: qHTS | D(1A) dopamine receptor (Homo sapiens), P21728 | HEK293 TREx D1 cells, calcium flux, dopamine EC20 potentiation | potentiation, % at 10 µM | 0.036% of 360,000 active; in the data active = potentiation above about 30%; note: 0% is about no effect
D1 antagonist: Antagonist of Human D 1 Dopamine Receptor: qHTS | HEK293 TREx D1 cells, calcium flux, dopamine EC80; active compounds read low | activity change, negative = inhibition, % at 10 µM | 3.2% of 360,000 active | AID 504652, 2011; in the data active = activity change below about -30%; note: % is set by controls: 0 for no effect and ±100 for the full control effect
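After overnight tetracycline induction at 30 C, force-coupled D1 HEK293 cells took up a no-wash calcium dye at room temperature. Compounds were added and monitored 180 s, and the response to EC80 dopamine was then recorded.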
D2 potentiator: HTS Assay for Positive Allosteric Modulators of the Human D2 Dopamine Receptor: Primary Screen for Potentiators. HEK293 T-REx D2, calcium flux, EC20 dopamine potentiation. 0.34% of 340,000 active. potentiation, % at 10 µM. D(2) dopamine receptor (Homo sapiens), P14416;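 active = potentiation over 3 SD above the plate norm, cut at about 30% in these data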; note: 0% is about no effect
Target sequence (P14416 whole entry, looked up): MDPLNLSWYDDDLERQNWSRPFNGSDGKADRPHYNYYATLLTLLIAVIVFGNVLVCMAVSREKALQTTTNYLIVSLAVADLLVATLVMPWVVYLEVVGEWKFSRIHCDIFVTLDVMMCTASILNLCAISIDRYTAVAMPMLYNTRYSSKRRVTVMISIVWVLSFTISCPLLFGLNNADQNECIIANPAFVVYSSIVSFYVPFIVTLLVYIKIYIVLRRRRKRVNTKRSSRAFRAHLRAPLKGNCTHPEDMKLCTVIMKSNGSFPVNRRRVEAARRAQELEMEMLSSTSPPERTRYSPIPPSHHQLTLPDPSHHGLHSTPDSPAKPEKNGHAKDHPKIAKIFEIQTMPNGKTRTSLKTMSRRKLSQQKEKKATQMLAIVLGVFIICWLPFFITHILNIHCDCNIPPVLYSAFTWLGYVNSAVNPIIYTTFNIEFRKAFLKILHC
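Tetracycline-induced HEK293 T-REx cells force-coupled to calcium signalling expressed D2; compounds were pin-added after a 10 s baseline, read kinetically 180 s, then an EC20 dopamine challenge followed with a further 180 s calcium read.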
The depositor's hits bear a star; ? = inconclusive; / = no result given; [ ] = remark or other dose. Unless noted, calls come from the whole dose curve; as a rule, active = well fitted curve in the direction sought with a large enough effect; inconclusive = small, poorly fitted or top-dose-only effect, or another doubt; inactive = no such curve, though single readings can be large; an effect the other way counts as inactive or inconclusive.

Start of the listing, in advance:
SMILES	RXFP1 antag	TRHR ag	Anesthetic bind	D1 agonist	RXFP1 ag	TRHR enhancer	D1 potentiator	D1 antagonist	D2 potentiator
COc1cc(Cl)c(C)cc1NC(=O)CSc1sc2c(O)cc(=O)[nH]c2c1C#N	-23.6	0.4	-5.3%	0.4	-1.2%	-3.5	-7.3	11.0	/
COc1ccc(N(C)C(=O)c2cnc(N3CCN(c4ncccn4)CC3)c3ccccc23)cc1	-14.1	0.1	-6.6%	-0.1	-0.3%	-4.4	-6.7	-5.8	3.1
CCOC(=O)c1cc(-c2ccc(C)cc2)n(CCC(=O)NCCN(C)C)c1C	-15.0	-0.6	?	63.1*	1.3%	-3.5	-7.0	-8.2	/
COc1ccc(NC(=S)N(CCc2c(C)[nH]c3ccc(C)cc23)Cc2cccs2)cc1	/	-0.3	-21.8%	6.1	3.5%	0.7	-7.5	7.1	-3.5
Cc1ccccc1OCc1nnc(SCC(=O)NCc2ccccc2)n1C	3.3	-0.5	-9.1%	1.0	0.0%	4.2	1.8	-2.1	-11.3

Main list, previewed entries included:
SMILES	RXFP1 antag	TRHR ag	Anesthetic bind	D1 agonist	RXFP1 ag	TRHR enhancer	D1 potentiator	D1 antagonist	D2 potentiator
COc1cc(Cl)c(C)cc1NC(=O)CSc1sc2c(O)cc(=O)[nH]c2c1C#N	-23.6	0.4	-5.3%	0.4	-1.2%	-3.5	-7.3	11.0	/
COc1ccc(N(C)C(=O)c2cnc(N3CCN(c4ncccn4)CC3)c3ccccc23)cc1	-14.1	0.1	-6.6%	-0.1	-0.3%	-4.4	-6.7	-5.8	3.1
CCOC(=O)c1cc(-c2ccc(C)cc2)n(CCC(=O)NCCN(C)C)c1C	-15.0	-0.6	?	63.1*	1.3%	-3.5	-7.0	-8.2	/
COc1ccc(NC(=S)N(CCc2c(C)[nH]c3ccc(C)cc23)Cc2cccs2)cc1	/	-0.3	-21.8%	6.1	3.5%	0.7	-7.5	7.1	-3.5
Cc1ccccc1OCc1nnc(SCC(=O)NCc2ccccc2)n1C	3.3	-0.5	-9.1%	1.0	0.0%	4.2	1.8	-2.1	-11.3
NC(=O)c1c(N)sc2c1CCCCC2	3.1	-0.2	-4.9%	1.7	0.3%	-2.1	-0.3	-13.6	-1.2
CC(C)(C)S(=O)(=O)c1c(C(=O)O)cccc1C(=O)O	4.2	-1.4	-5.9%	3.0	0.8%	27.1	-2.8	-19.6	-6.4
CCc1ccccc1NC(=O)C(C)n1c(=O)cc(C)c2c(C)nn(-c3ccccc3)c21 (stereo not given)	7.9	0.1	5.2%	1.0	?	-1.0	-3.2	1.3	-3.5
COC(=O)Cc1c(C)c2ccc3c(c2oc1=O)CN(Cc1ccc(Cl)cc1)CO3	-0.3	-1.5	530.7%[activator]	7.2	-1.5%	7.7	-1.2	-0.8	15.2
O=C(/C=C/c1ccc2c(c1)OCO2)Nc1nc(-c2ccc(F)cc2F)cs1	/	-0.1	-6.9%	7.3	18.2%	10.2	3.5	7.1	-0.5
Nc1nc(Nc2cccc(C(F)(F)F)c2)nc(C(F)(F)F)n1	-15.5	0.6	?	3.1	-0.3%	-2.7	-5.2	-15.6	2.6
COc1cccc(-c2noc(-c3cc4ccccc4oc3=O)n2)c1OC	7.3	-0.3	-12.9%	4.4	3.3%	2.9	1.6	-3.3	3.6
Cc1cccc(NC(=O)CN2C(=O)N/C(=C/c3ccc(C)o3)C2=O)c1	-17.0	1.8	-7.8%	3.1	1.8%	9.3	-1.7	-0.7	11.0
COc1ccc(-n2ncc3c(NCc4cccs4)ncnc32)cc1	-10.2	1.4	?	6.2	1.6%	-1.9	-3.3	-21.9	7.9
Cc1ccc(NC(=O)c2ccc3c(c2)OCCO3)nc1	-8.9	0.5	/	-1.3	0.2%	-0.4	-3.3	-4.2	-2.3
CCCCOC(=O)c1ccc(NC(=O)C(=O)CC(=O)c2ccc(OC)cc2)cc1	-15.3	0.1	-6.4%	0.1	0.5%	-4.0	-0.5	-6.5	-2.8
O=C1CC(c2ccco2)CC2=C1C(c1cccnc1)n1nc(C(F)(F)F)nc1N2 (stereo not given)	/	-0.3	/	11.0	/	11.7	-4.5	0.0	/
CCOCCCNC(=O)c1cn(CC(C)C)c(=O)c2cc(OC)c(OC)cc12	/	-0.1	2.1%	-2.8	-0.2%	4.8	5.0	6.4	5.8
O=C(NCc1ccccc1)c1ccc2oc(=O)n(Cc3ccccc3)c2c1	/	-1.1	-9.8%	1.1	7.8%	1.2	-0.8	9.6	3.3
Cn1c(=O)n(CC#N)c2ccccc21	0.3	0.0	-6.6%	3.2	-1.0%	1.4	-2.6	5.0	6.3
O=C(c1ccccc1)c1coc2ccc(O)c(CN3CCOCC3)c12	-9.0	-0.3	1.3%	2.1	0.3%	7.3	-6.2	-15.1	/
Cc1ccc(CS(=O)(=O)CC(C)(O)c2ccc(Cl)cc2)cc1 (stereo not given)	-3.9	-0.6	-8.3%	-0.2	-4.7%	-2.1	-4.0	-0.4	-1.0
CC1(C)CC2CC(C)(CN2C(=O)c2cc(-c3ccc(O)cc3)on2)C1 (stereo not given)	0.6	0.5	?	6.8	1.4%	1.5	-5.0	-3.0	/
CCN(CC(=O)Nc1c(F)cccc1F)C(=O)c1cccc(S(=O)(=O)N2CCCCCC2)c1	7.8	0.4	/	1.0	1.4%	41.5*	-9.8	-4.8	9.3
COc1ccccc1CNc1nc(-c2ccco2)nn1S(C)(=O)=O	-2.6	-1.1	3.9%	-2.8	0.8%	-3.4	-0.3	1.6	-7.0

The listing continues:
SMILES	RXFP1 antag	TRHR ag	Anesthetic bind	D1 agonist	RXFP1 ag	TRHR enhancer	D1 potentiator	D1 antagonist	D2 potentiator
OCCC1CN(CCCc2ccccc2)CCN1CCc1ccccc1 (stereo not given)	-6.2	0.1	-18.9%	1.5	-1.1%	-3.3	-12.8	3.6	3.0
Cc1ccc(C)c(NC(=O)CSc2nnc(CNC(=O)c3ccco3)o2)c1	-17.4	-0.2	-4.3%	4.8	-4.3%	-3.0	0.5	-10.5	-10.5
CC1CCCC(NC(=O)Cc2ccc(Br)cc2)C1C (stereo not given)	-21.3	-0.2	-7.0%	1.1	-0.7%	-1.2	-1.2	3.9	-3.8
CCOC(=O)C1CCN(C(=O)Cn2cc(C(=O)c3ccco3)c3ccccc32)CC1	-15.1	-0.3	-8.8%	1.5	7.2%	7.5	1.5	4.5	18.4
CC12COC3(C(=O)Nc4ccccc4F)CC1CCC32C (stereo not given)	/	0.0	?	1.7	1.8%	7.2	4.2	15.9	/
Cc1c(C(=O)N2c3ccccc3Sc3ccccc32)cccc1[N+](=O)[O-]	-15.0	-1.2	3.5%	3.4	2.8%	-0.8	-0.5	8.9	0.3
CCN(CC(=O)NCc1ccc(Cl)cc1)C(=O)CSc1ccccc1F	-9.2	0.2	/	1.6	1.0%	-3.8	-9.8	-5.2	2.2
O=c1[nH]c(/C=C/c2ccccc2Cl)nc2ccccc12	-1.2	1.3	-4.6%	1.6	3.4%	-0.3	4.0	2.1	4.6
Cc1ccc(Cn2nnc3c(=O)[nH]c(C4CCCN(C(=O)c5ccco5)C4)nc32)cc1 (stereo not given)	-11.4	0.6	0.6%	3.9	1.4%	-1.4	-10.9	-1.4	1.8
Cc1nc([N+](=O)[O-])cn1CCCCN1C(=O)c2ccccc2C1=O	-5.8	0.2	-6.4%	-2.7	7.1%	2.8	-2.9	8.0	3.6
Cc1cc(C)nc(NS(=O)(=O)c2ccc(NC(=O)CN3C(=O)S/C(=C\c4ccccc4)C3=O)cc2)n1	-15.0	-0.9	?	6.7	4.3%	2.6	-0.4	35.1	1.0
O=C(CSc1n[nH]c(=O)[nH]c1=O)Nc1ccccc1C(=O)c1ccccc1	0.7	-0.1	-1.6%	3.6	-0.7%	2.8	-2.1	-14.4	-2.5
Cc1cc(C(=O)N/N=C/c2cc(N=Nc3ccccc3)ccc2O)n[nH]1	-13.1	-0.7	-16.1%	-0.7	-0.2%	-11.6	8.6	3.1	6.3
CC(C(=O)Nc1ccc(Cl)cc1)N(C)Cc1cccs1 (stereo not given)	1.7	-0.8	-13.9%	3.7	0.4%	-3.4	-3.5	9.4	/
CCOC(=O)N1CCN(S(=O)(=O)c2ccc(OCC)cc2)CC1	14.4	-0.8	-4.8%	1.5	3.1%	-3.1	0.7	4.0	-3.6
CCc1cc(-c2nc(N)ncc2-c2csc(C)n2)c(O)cc1OC	-3.3	0.0	-20.4%	2.1	-0.3%	-6.0	3.1	-6.1	-6.3
Cc1cc(S(=O)(=O)NCCN2CCOCC2)ccc1Cl	5.5	0.2	-9.3%	1.5	-1.9%	-2.2	2.5	-9.2	-8.7
CCOCCc1nn2c(=O)cc(COC(=O)CNC(=O)c3ccc(F)cc3)nc2s1	/	0.3	-2.2%	2.6	13.1%	1.0	-7.0	14.9	-4.9
COc1ccc2c(c1)Cc1sc(NC(=O)c3cccnc3)nc1-2	-4.9	-0.5	-11.4%	2.7	1.8%	5.9	-1.9	27.0	0.3
Cc1ccc(CCNC(c2ccc(F)cc2)c2nnc(-c3ccccc3Cl)o2)cc1 (stereo not given)	-25.0	1.6	-2.2%	16.9	2.9%	-8.8	4.5	-12.1	/
CC(C)n1c(CN2CCN(Cc3ccccc3)CC2)nc2ccccc21	4.4	-0.4	-4.4%	6.2	-0.5%	1.3	-1.4	1.2	-6.2
COc1ccccc1CNC(=O)C1CCCN(S(=O)(=O)c2ccc3c(c2)CCCN3C(C)=O)C1 (stereo not given)	-6.6	-0.3	-18.4%	-0.5	-0.5%	-0.7	-2.9	18.9	-2.4
Cc1ccc(C)c(NC(=S)N(CCc2nc3cc(C)c(C)cc3[nH]2)Cc2cccnc2)c1	-0.9	-0.5	-7.2%	1.1	2.0%	-23.0	-3.5	-2.9	0.2
COc1ccc(-n2nc3c(N4CCC(C(=O)N5CCCCCC5)CC4)nnc(C)c3c2C)cc1	3.8	-1.4	?	2.7	3.6%	-3.6	-5.5	4.3	-16.6
CC(=O)Nc1ccc2c(c1)CCc1ccccc1-2	-9.3	2.1	-5.8%	4.0	-1.0%	2.5	-7.0	-17.6	9.5

Bioassay records deposited in PubChem by National Center for Advancing Translational Sciences (NCATS).

Some of the compounds tested; count on the stated rates, not on these rows.
